High-throughput results: PubChem, several laboratories
EP2 mod = modulators of human EP2 prostaglandin E2 receptor. P43116. EP2-expressing cells, cAMP HTRF FRET, PGE2 co-stimulation. 260,000 compounds, 0.83% hits. induction, % at 25 µM;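 active = compounds whose cAMP rise, as percent of the full-agonist control response, exceeds 60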;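 also: rat C6 glioma line stably carrying human EP2 under a CMV promoter; the protocol text gives 20 µM as final concentration; 100% = response of wells given 1 µM PGE2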
TRPML3 ag = activates the human TRPML3 channel; activation, % at 3 µM; HEK293 TRPML3-YFP, Fluo-8 calcium fluorescence; 100% = the carbachol control signal; 220,000 compounds, 0.29% hits; Q8TDD5; AID 1448;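 active = activation above its plate's cutoff, the mean activation of the plate's test wells plus 3 SD, cut at about 12% in these data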;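 also: 0% = DMSO only wells and 100% = carbachol wells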
Target sequence (Q8TDD5 whole entry, looked up): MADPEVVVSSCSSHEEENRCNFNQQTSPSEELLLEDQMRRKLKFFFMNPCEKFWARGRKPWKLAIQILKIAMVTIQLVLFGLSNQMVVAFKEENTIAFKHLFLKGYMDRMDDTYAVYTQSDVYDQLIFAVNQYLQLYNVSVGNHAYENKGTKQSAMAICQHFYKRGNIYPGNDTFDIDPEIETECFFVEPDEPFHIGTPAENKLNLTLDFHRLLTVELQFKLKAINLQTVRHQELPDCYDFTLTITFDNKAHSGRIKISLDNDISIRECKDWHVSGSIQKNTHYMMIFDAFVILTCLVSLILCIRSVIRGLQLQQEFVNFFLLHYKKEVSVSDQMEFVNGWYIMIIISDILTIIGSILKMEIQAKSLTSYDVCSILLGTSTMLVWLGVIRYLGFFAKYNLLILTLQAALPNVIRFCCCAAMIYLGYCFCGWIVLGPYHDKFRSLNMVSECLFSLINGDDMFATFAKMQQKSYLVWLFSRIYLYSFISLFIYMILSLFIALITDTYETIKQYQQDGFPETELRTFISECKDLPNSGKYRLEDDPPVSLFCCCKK
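Test system: HEK293 cells stably carrying human TRPML3-YFP; Doses: single dose, 3 µM final nominal compound, 0.3% DMSO final; Schedule: dye loading 1 h 37 °C then 30 min ambient, 125 s read; Technique: Fluo-8 calcium fluorescence; Benchmarks: high control carbachol 87 µM, low control DMSO.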
14-3-3 Bad PPI = disrupts binding of bovine 14-3-3 zeta to phospho-Bad peptide; P63103; TR-FRET 14-3-3zeta/Dy647-pBad peptide displacement, 1 h; inhibition, % at 21.7 µM; 220,000 compounds, 0.71% hits; AID 781;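 active = inhibition above about 70%, limit read from the data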;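 also: 0% = full 14-3-3 plus peptide FRET controls and 100% = background without 14-3-3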
Target sequence (P63103 whole entry, looked up): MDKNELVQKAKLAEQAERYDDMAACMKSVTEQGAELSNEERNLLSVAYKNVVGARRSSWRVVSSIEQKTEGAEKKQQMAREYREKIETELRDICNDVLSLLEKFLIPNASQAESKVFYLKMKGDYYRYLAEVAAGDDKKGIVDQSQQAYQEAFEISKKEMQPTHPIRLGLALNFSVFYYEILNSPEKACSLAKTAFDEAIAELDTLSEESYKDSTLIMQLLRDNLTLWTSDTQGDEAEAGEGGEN
EP2 antag = EP2 receptor (human) inhibition | P43116 | 260,000 compounds, 0.52% hits | C6 glioma cells expressing human EP2, cAMP TR-FRET; cells stimulated with saturating PGE2 | inhibition, % at 25 µM;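 active = percent inhibition above 40 after rounding to a whole number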;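 also: rat C6 glioma host cells with rolipram phosphodiesterase inhibitor present; the protocol text gives 20 µM as final concentration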
NPY1 pot ag = potentiates or activates human NPY-Y1 receptor | NPY-Y1 expressing cells, potentiator/agonist activation | activation, % at 3.6 µM | 220,000 compounds, 0.37% hits | AID 1304; in the data active = activation above about 33%, passing the limit was not always enough;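 also: cells stimulated with NPY at EC10 then isoproterenol at EC100; 0% = low agonist plus stimulus and 100% = saturating agonist plus stimulus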
NPY-Y1 antag = NPY-Y1 (human) receptor antagonism; P25929; HEK293-CNG Y1 cells, membrane potential fluorescence; NPY at EC95, then isoproterenol; inhibition, % at 3.6 µM; 200,000 compounds, 1% hits; AID 1040;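 active = inhibition above the campaign mean inhibition of all tested compounds plus 3 SD, cut at about 20% in these data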;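 also: 0% = DMSO wells given NPY plus isoproterenol and 100% = isoproterenol alone without NPY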
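Material: HEK293 Y1/CNG channel cell line | Also added: NPY (25 nM), isoproterenol (1 µM), Ro 20-1724 (25 µM) | Compound: One concentration, 3.6 µM, in 0.4% DMSO | Schedule: 3 h dye uptake, 1 h room-temperature compound, 45 min post-isoproterenol | Signal: Membrane-potential fluorescent dye readout | Read-out: % inhibition of NPY effect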
zfTRPN1 agonist = agonists of zebrafish TRPN1 channel; HEK293 zebrafish TRPN1-YFP, Fluo-8 calcium fluorescence; 100% = response to 87 µM carbachol; activation, % at 3 µM; 220,000 compounds, 0.18% hits; AID 1424;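 active = activation above its plate's cutoff, the mean activation of test wells on that plate plus 3 SD, cut at about 19% in these data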;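 also: 0% = DMSO alone and 100% = 87 µM carbachol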
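Assay system: Zebrafish TRPN1-YFP in HEK293 cells | Incubation: Dye loading 1 h at 37 °C, then 30 min room temperature | Measured by: Kinetic Fluo-8 fluorescence, ex 470-495, em 515-575 nm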
CHOP inh = blocks CHOP induction under ER stress | CHO-K1 CHOP-promoter luciferase, tunicamycin-induced, 15-18 h | inhibition, % at 10 µM | 220,000 compounds, 3.8% hits | AID 2732;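 active = compounds that reduced the stress-induced luciferase reporter signal by more than about 70% of percent inhibition, limit read from the data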;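 also: 0% = tunicamycin plus vehicle and 100% = wells without tunicamycin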
PPC-1+TRAIL kill = kills PPC-1 cancer cells in the presence of TRAIL. cell killing (% activity), % at 4 µM. AID 1443. PPC-1 cells + TRAIL, ATPLite viability luminescence. 220,000 compounds, 0.41% hits;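 active = cell killing above 50% in the first pass at 4 µM, then a duplicate retest at 5 µM averaging 50% or more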;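 also: plate controls were cells with TRAIL plus DMSO for no effect and medium-only wells lacking cells for full effect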
Active calls of the source: *; nt = no result given; [ ] = dose if it differs, or a comment.

SMILES	EP2 mod	TRPML3 ag	14-3-3 Bad PPI	EP2 antag	NPY1 pot ag	NPY-Y1 antag	zfTRPN1 agonist	CHOP inh	PPC-1+TRAIL kill
Cc1csc(NC(=O)c2ccc(OCC3CCCO3)cc2)n1 (configuration not stated)	8.2	2.9	12.3	11.5	-16.7	0.8	3.3	-15.3	32.2
Cc1ccc(C(=O)O/N=C/c2c(N3CCOCC3)n(C)c3ccccc23)cc1	2.4	1.2	-10.7	14.9	-10.7	-2.1	-0.3	16.5	39.6[5 µM]
Cn1c(Cn2c(=O)sc3ccccc32)nnc1SCC(=O)N1CCCCCC1	10.4	-0.3	-0.6	4.1	-11.6	1.2	1.6	-0.2	-3.4
COC(=O)c1cc(NC(=O)c2cccc(Cl)c2)c(=O)oc1/C=C/Nc1cc(C)cc(C)c1	-36.3	1.9	-18.3	10.5	-2.6	-0.2	4.8	17.9	7.4
O=C(c1cccc(Cl)c1)N1CCN(c2ncnc3c2cnn3-c2ccccc2)CC1	-46.2	0.1	14.7	6.7	-3.7	-4.2	0.1	20.7	9.6
CC(Oc1ccc2ccc(=O)oc2c1)C(=O)c1ccccc1 (configuration not stated)	-19.0	-0.1	32.7[fluorescence artefact?]	5.1	-1.0	-0.5	-1.9	15.9	25.3
Cc1cc(C)nc(Sc2ccc(C=O)cc2[N+](=O)[O-])n1	15.9	1.0	-18.3	1.3	11.9	1.9	-0.7	-14.7	-13.2
Cc1ccc([N+](=O)[O-])c(OCCCN2C(=O)NC(C)(C)C2=O)c1	-3.3	0.3	-1.5	8.4	-6.5	3.7	0.3	1.6	14.5
Cc1onc(-c2ccccc2Cl)c1C(=O)c1ccccc1	45.1	-1.2	2.3	5.6	7.2	nt	-2.3	1.3	-5.0
CC(C)NS(=O)(=O)c1ccc(OCC(=O)N(C)Cc2ccccc2)cc1	-2.5	0.9	-8.7	8.7	10.0	-2.3	0.1	25.5	-6.4
O=C(NC(=S)Nc1ccc(Cl)cn1)c1cccs1	-3.8	0.8	1.4	9.8	-15.5	2.8	1.6	14.9	27.9
C=C(CC1([C@@H](NP(=O)(c2ccccc2)c2ccccc2)[C@H]2C[C@@H]2CCCC)CC1)c1ccccc1	36.1	0.5	2.4	5.3	-4.2	0.4	2.3	30.0	20.3
C=CCNC(=S)Nc1ccc(Cl)c(S(=O)(=O)N2CCOCC2)c1	-30.6	-0.9	-9.0	7.0	9.7	2.3	4.8	11.5	18.7
O=C1c2ccccc2C(=O)c2c1oc(C(F)(F)F)c2C(=O)c1ccccc1	-33.8	1.0	7.8	16.2	-2.0	0.2	0.9	107.4*	20.1
Clc1ccc(CSc2nnc(-c3cccnc3)n2Cc2ccco2)c(Cl)c1	-15.9	-0.2	-3.0	7.5	-12.6	1.0	0.2	-25.1	1.9
CCOc1cc(CNC)ccc1OCC(=O)NC(C)(C)C	-21.4	0.5	0.7	15.8	-9.4	-0.8	0.3	0.2	28.8
Cc1csc(SCc2ccccc2C(=O)O)n1	5.9	0.5	12.8	11.6	1.1	0.7	1.1	7.8	10.8
CN(Cc1ccccc1)C(=O)CSc1nc2c(c(C(F)(F)F)n1)CCc1ccccc1-2	nt	0.5	nt	0.2	-13.7	-3.9	-0.1	nt	nt
CC[N+](CC)(CC#Cc1ccccc1)CC#Cc1ccccc1	4.6	0.1	-1.8	8.4	-9.6	nt	-0.2	-13.2	13.4
O=C(NCC(=O)N(c1cccc(F)c1)C(C(=O)NCC1CCCO1)c1ccccc1)c1ccco1 (configuration not stated)	-13.9	0.8	10.4	4.9	-1.3	-1.9	3.1	6.3	20.8
O=C(CSCc1ccc([N+](=O)[O-])cc1)N/N=C/c1ccncc1	-24.2	0.6	-10.8	3.7	20.9	0.1	0.4	0.5	16.7
Cc1ccccc1-c1nnc(NC(=O)c2ccc(N3C(=O)CCC3=O)cc2)s1	18.3	0.7	-3.5	7.0	7.0	-4.0	3.5	0.6	1.6
COc1ccc(-c2ccc3c(N)c(C(=O)c4cccc(OC)c4)sc3n2)cc1	0.7	2.1	26.6[fluorescence artefact?]	7.5	-15.4	1.1	-0.3	35.8	4.8
Cn1c(N)c(C(=O)COC(=O)CSc2cccc3cccc(Cl)c23)c(=O)n(C)c1=O	11.6	1.0	0.9	16.7	-1.5	-3.6	0.5	35.5	34.7
COc1ccc(C(=O)Nc2ccc3oc(-c4cccc(F)c4)nc3c2)cc1OC	-3.5	nt	10.4	nt	nt	nt	nt	34.3	16.3
CCOC(=O)c1c(NC(=O)c2ccccc2)sc2c1CCc1ccccc1-2	52.6	1.5	17.7[fluorescence artefact?]	6.4	-21.9	1.2	0.9	-20.9	12.3
Cc1cc(Nc2cccc(C)c2C)n2nc(C)nc2n1	9.6	0.2	-11.0	7.6	-8.8	1.7	0.5	-0.1	21.7
O=C1NC(=S)N(C(=O)c2ccc(F)cc2)/C1=C/c1ccccc1	-54.9	5.0	31.7[fluorescence artefact?]	7.8	-9.8	3.4	13.9	66.8	-12.0
O=C(/C(=C/c1ccc(Cl)cc1)c1nc2ccccc2[nH]1)c1cccs1	-2.1	0.8	1.3	8.7	-50.3	23.4*	-1.3	-126.9	15.9
Cc1cccc(N2CCN(C(=O)CCNC(=O)Cn3ccc4ccccc4c3=O)CC2)c1C	-3.8	-0.2	2.7	5.0	-25.2	11.3	2.1	58.0	6.6
O=C(CSC1=NC2(CCCCC2)N=C1c1ccccc1)Nc1ccc2c(c1)OCCO2	21.0	0.1	6.8	5.7	-10.6	3.8	-1.2	17.6	5.8
COC(=O)Nc1ccc(S(=O)(=O)NC2CCS(=O)(=O)C2)cc1 (configuration not stated)	-10.7	0.7	-5.3	6.2	6.7	nt	2.4	-7.9	0.8
COCCn1c(C)cc(/C=C2/NC(=O)N(Cc3ccc(C)cc3)C2=O)c1C	6.9	-0.1	-0.2	10.2	14.7	nt	1.8	33.9	-11.5
CCN(CC)C(=O)CC(c1ccc(N(C)C)cc1)c1c(OC)cc(OC)c2ccc(=O)oc12 (configuration not stated)	-9.0	nt	-1.3	19.5	nt	nt	nt	3.0	-2.1
CCCCNS(=O)(=O)c1ccc(NC(=O)c2cccs2)cc1	2.8	0.3	-1.8	7.1	-20.8	-3.5	1.4	-0.9	10.3
O=C(CSc1nnc(-c2cccnc2)o1)NNC(=O)c1ccc(Br)cc1	29.4	1.0	-8.5	6.3	22.9	nt	1.5	-7.8	2.8
COc1ccc(NC(=O)N(Cc2cccnc2)Cc2ccccc2Cl)c(OC)c1	nt	-0.8	nt	7.8	10.5	0.6	0.4	nt	nt
COc1ccc2oc(=O)c(-c3ccccc3C(=O)N3CCOCC3)cc2c1	-12.7	0.8	-4.7[fluorescence artefact?]	5.1	-10.1	0.0	2.0	-10.1	-0.7
CC(=O)Nc1ccc(-c2nnc(SCc3ccc(C)cc3)n2C)cc1	29.0	0.9	6.2	11.9	25.2	5.7	-0.9	15.6	-6.5
Cc1cc(C)c(-c2csc(NC(=O)c3n[nH]c(=O)c4ccccc34)n2)c(C)c1	10.7	1.6	2.7[fluorescence artefact?]	5.5	12.7	-0.5	1.2	30.0	8.0
Cc1ccc(S(=O)(=O)N/N=C\c2ccccc2OCc2ccccc2)cc1	48.7	-1.0	-12.2	14.2	-16.3	5.7	-1.1	11.6	10.6
Cc1ccc(C23CC4CC(CC(CN)(C4)C2)C3)cc1	-19.7	1.0	-3.6	6.0	35.4*	4.9	3.5	8.5	23.3
CN(C(=O)COC(=O)COc1ccc(Cl)cc1)C1CCCCC1	-2.7	2.6	5.7	24.9	-5.7	-3.0	6.0	8.6	-7.9
CC(C)CCNc1nc(-c2ccco2)c2c(c1C#N)CCCC2	34.6	0.6	-14.0[fluorescence artefact?]	19.4	-33.6	22.2*	-0.2	29.2	13.6
COc1ccccc1NC(=O)CSc1nnc(-c2ccncc2)o1	5.9	0.3	-5.3[fluorescence artefact?]	3.1	-9.3	1.1	0.6	-8.4	11.1
COc1ccc(CCNC(=O)c2cccc(S(=O)(=O)N3CCCCC3)c2)cc1	0.8	1.3	2.1	6.6	-7.1	-2.2	3.3	2.4	10.1
COc1ccc(-c2noc(C3CCCN(C(=O)Nc4ccccc4F)C3)n2)cc1 (configuration not stated)	-38.2	0.1	-3.7	4.9	-0.7	3.4	-0.2	20.8	11.9
O=c1c(=O)n2c(nn1Cc1ccc(F)cc1)sc1ccccc12	-3.6	-0.2	-2.9	5.9	-4.4	nt	0.5	-5.8	11.6
Cc1ccc2c(C)nc(Nc3nc(CSc4nc5ccccc5[nH]4)cc(=O)[nH]3)nc2c1	-7.1	-0.3	16.0	4.0	17.5	0.5	1.4	104.4*	23.6
Cc1cc(N2C(=O)NC(=O)CC2C)c(C)cc1C(C)C (configuration not stated)	-9.2	0.2	-8.8	8.4	8.3	-2.4	1.9	4.2	19.7
CCOC(=O)C1CCCN(C(=O)c2cccs2)C1 (configuration not stated)	8.6	1.1	14.7	10.5	12.8	-2.6	1.9	28.2	32.9
COc1ccc2cc3c(N)nn(C(=O)c4ccc(Cl)c([N+](=O)[O-])c4)c3nc2c1	-37.0	0.6	73.8*[fluorescence artefact?]	5.9	1.8	-0.7	0.1	32.8	3.7
COC(=O)c1ccccc1NC(=O)CSc1nc2c(c(=O)n(C)c(=O)n2C)n1C	nt	0.7	nt	nt	-4.3	-5.2	1.6	nt	nt
CSc1nc(-c2ccccc2)nn1C(=O)c1ccco1	27.6	-0.6	10.2[fluorescence artefact?]	13.1	-7.9	6.2	0.3	5.1	-2.7
O=C(CN1CCN(C/C=C/c2ccccc2)CC1)Nc1cc([N+](=O)[O-])ccc1Cl	24.1	0.3	3.7	5.3	2.7	6.8	-1.2	30.3	34.8
Cc1ccc(C)c(-n2c3nc(=O)[nH]c(=O)c-3cc3cc([N+](=O)[O-])ccc32)c1	-30.7	6.6	-23.2[fluorescence artefact?]	16.0	-14.7	5.5	9.3	37.2	10.3
C=CCOn1c(=O)c(-c2ccc(OC)cc2)[n+]([O-])c2ccccc21	43.0	0.3	15.0	10.1	-8.8	-0.9	-0.7	-49.4	8.9
Cc1ccc([N+](=O)[O-])c(OCCn2cnc3ccccc32)c1	-26.9	2.3	-6.5	4.5	18.9	-4.6	4.9	23.6	36.5

This is a subset; rates above refer to the full screens.
